CHO-K1 Ca antag – nonselective inhibitor or artifact in parental CHO-K1 cells. AID 602250. inhibition, % at 3 µM. hit rate 0.6% among 360,000. ATP-induced calcium, Fluo-8 fluorescence;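 active = inhibition above a per-plate cutoff, the plate's mean sample inhibition plus 3 SD, cut at about 24% in these data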;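 note: 0% = DMSO plus EC80 ATP and 100% = DMSO alone without ATP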
M1 antag – blocks human M1 muscarinic receptor; inhibition, % at 3 µM; CHO-K1 hM1, Fluo-8 calcium fluorescence, ACh EC80 antagonist; AID 588852; hit rate 1.3% among 360,000;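 active = percent inhibition above its own plate's cutoff, namely the mean of that plate's compound wells plus 3 SD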;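 note: peak over basal fluorescence ratio during 140 s after agonist addition; 0% = ACh EC80 plus DMSO and 100% = DMSO alone without agonist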
Target sequence (P11229 whole entry, looked up): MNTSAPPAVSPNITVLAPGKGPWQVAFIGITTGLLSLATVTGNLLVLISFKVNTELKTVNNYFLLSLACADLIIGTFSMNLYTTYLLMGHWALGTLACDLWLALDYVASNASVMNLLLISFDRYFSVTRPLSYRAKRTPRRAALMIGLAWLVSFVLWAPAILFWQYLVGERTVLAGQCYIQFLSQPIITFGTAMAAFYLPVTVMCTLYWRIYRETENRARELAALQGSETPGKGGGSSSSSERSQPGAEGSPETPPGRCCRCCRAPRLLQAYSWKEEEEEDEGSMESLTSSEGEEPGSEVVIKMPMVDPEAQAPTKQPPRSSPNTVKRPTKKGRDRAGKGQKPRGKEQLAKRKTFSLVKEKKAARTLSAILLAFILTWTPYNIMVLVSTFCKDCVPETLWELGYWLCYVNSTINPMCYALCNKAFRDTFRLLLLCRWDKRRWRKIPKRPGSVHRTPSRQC
M1 ag – activates human CHRM1 receptor; P11229; CHO-K1 hM1, Fluo-8 calcium fluorescence, agonist mode; 0% DMSO, 100% acetylcholine EC100; activation, % at 3 µM; hit rate 0.33% among 360,000; AID 588814;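 active = activation above the run's mean compound activation plus 3 SD, cut at about 16% in these data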;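 note: peak over basal fluorescence ratio within a 140 s kinetic read after compound addition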
CHO-K1 Ca ag – counter-screen for M1 agonists: effect in parental CHO-K1 cells; Fluo-8 calcium fluorescence; scaled to maximal ATP response, vehicle zero; activation, % at 3 µM; hit rate 0.48% among 360,000; AID 602248; in the data active = activation above about 15%;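 note: untransfected CHO-K1 host cells lacking M1 receptor as counterscreen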
M1 PAM parental – M1 PAM counterscreen hit in parental CHO-K1 cells | ATP EC20, Fluo-8 calcium fluorescence; 0% at ATP EC20, 100% at ATP max | activation, % at 3 µM | hit rate 0.02% among 360,000;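 active = activation above the run cutoff, the mean activation of all test compounds plus 3 SD, cut at about 40% in these data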;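 note: peak over basal fluorescence ratio in a 140 s read after ATP addition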
TAAR1 antag – antagonists of human TAAR1 | hit rate 1.5% among 360,000 | CHO RD-HGA16 TAAR1, Fluo-8 calcium fluorescence, antagonist | Q96RJ0 | inhibition, % at 3 µM;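 active = inhibition above a per-plate cutoff, the mean inhibition of test compounds on that plate plus 3 SD, cut at about 49% in these data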;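 note: 0% = DMSO plus EC80 beta-PEA response and 100% = DMSO alone without agonist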
Target sequence (Q96RJ0 whole entry, looked up): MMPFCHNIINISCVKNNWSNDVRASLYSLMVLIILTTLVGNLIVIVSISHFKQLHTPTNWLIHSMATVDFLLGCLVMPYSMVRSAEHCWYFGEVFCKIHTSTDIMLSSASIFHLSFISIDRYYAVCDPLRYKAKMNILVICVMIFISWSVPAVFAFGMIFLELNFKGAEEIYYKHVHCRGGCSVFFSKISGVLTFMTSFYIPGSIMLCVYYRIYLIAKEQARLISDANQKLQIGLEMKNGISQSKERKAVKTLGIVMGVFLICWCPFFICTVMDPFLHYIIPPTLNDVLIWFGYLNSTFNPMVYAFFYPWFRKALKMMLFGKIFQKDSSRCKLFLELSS
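Test system: CHO RD-HGA16 cells bearing hTAAR1 | Reagent: β-PEA, EC80 | Compound dosing: 3 µM, single point | Schedule: Dye loading 75 min at 37 °C, then 30 min room temperature | Signal: Calcium fluorescence with Fluo-8 | Evaluation: Percent inhibition of PEA-evoked calcium signal, max/basal emission ratio | Control set: DMSO-only wells and EC80 β-PEA-stimulated wells | Repeats: Singlicate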
CHRM1 PAM – positive allosteric modulators of human M1 muscarinic receptor. activation, % at 3 µM. CHO-K1 hM1, Fluo-8 calcium fluorescence, ACh EC20; 0% = ACh EC20, 100% = maximal ACh. AID 588819. hit rate 0.088% among 360,000; in the data active = activation above about 19%, passing the limit was not always enough
TAAR1 ag – human TAAR1 agonism; Q96RJ0; activation, % at 3 µM; CHO RD-HGA16 TAAR1, Fluo-8 calcium fluorescence; vehicle wells 0%, saturating PEA agonist 100%; hit rate 0.99% among 360,000; AID 624467;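 active = activation above the mean activation of all test compounds in the run plus 3 SD, cut at about 38% in these data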
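System: CHO RD-HGA16 cells carrying human TAAR1 plus Gα16; Incubation: 17-24 h seeding, 75 min 37 °C dye, 30 min RT; Measured by: Fluo-8 fluorescence, 5 s baseline then 140 s kinetic read; Control set: DMSO and PEA EC100; Replication: single well for each compound.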
CHO parental Ca – counter-screen: ATP calcium response change in parental CHO cells; parental CHO-K1, ATP-induced calcium, Fluo-8 fluorescence; inhibition, % at 5.6 µM; hit rate 0.63% among 330,000;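 active = inhibition above that plate's mean sample inhibition plus 3 SD, cut at about 26% in these data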;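 note: 0% = ATP-challenged DMSO wells and 100% = DMSO wells without ATP; some compounds past the cut are filed as inactive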
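Assay system: parental CHO cells; Read-out basis: percent inhibition of ATP-evoked calcium rise, normalized to controls; Benchmarks: ATP and no-ATP DMSO wells; Compound dosing: single nominal dose of 5.6 µM per compound; Signal: Fluo-8 calcium dye fluorescence; Also added: ATP as calcium-mobilizing challenge; Repeats: singlicate.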
An asterisk follows results filed as active.

`CC(C)(C)OC(=O)N1CCC2(CC1)Oc1ccc(F)cc1C(=O)C21CC(c2cccnc2)=NO1` (stereo not given) gave CHO-K1 Ca antag 1, M1 antag 3, M1 ag -2, CHO-K1 Ca ag -0.3, M1 PAM parental 0, TAAR1 antag 8, CHRM1 PAM 17, TAAR1 ag 10 and CHO parental Ca -16.
`CCc1nnc(SCC(=O)N2CCc3ccccc32)n1CC` gave CHO-K1 Ca antag -1, M1 antag 5, M1 ag -5, CHO-K1 Ca ag 0.4, M1 PAM parental 6, TAAR1 antag -23, CHRM1 PAM 0, TAAR1 ag 1 and CHO parental Ca -10.
For Cc1ccc(-c2nn3c(C)nnc3s2)cc1NC(=O)c1cccnc1 the results were CHO-K1 Ca antag 6, M1 antag -8, M1 ag -3, CHO-K1 Ca ag 0.1, M1 PAM parental 9, TAAR1 antag -5, CHRM1 PAM 5, TAAR1 ag 5 and CHO parental Ca -7.
For CC(C)N=C(NS(=O)(=O)c1ccccc1)C(Cl)(Cl)Cl the results were CHO-K1 Ca antag 0, M1 antag 9, M1 ag -6, CHO-K1 Ca ag 0.4, M1 PAM parental 7, TAAR1 antag -2, CHRM1 PAM -4, TAAR1 ag 0 and CHO parental Ca -1.
Screening C#CCNC(=O)C[C@@H]1C[C@@]2(C(=O)OC)CCCCC=C2N(CCC2=CCCCC2)C1=O returned CHO-K1 Ca antag -3, CHO-K1 Ca ag 3.5, M1 PAM parental 6, TAAR1 antag 17 and TAAR1 ag 6.
`COc1cccc(CC(NC(C)=O)C(=O)NC2CCN(c3nc(C)cc(C)c3C#N)CC2)c1OC` (stereo not given) gave CHO-K1 Ca antag -12, M1 antag -9, M1 ag -5, CHO-K1 Ca ag 1.2, M1 PAM parental 16, TAAR1 antag 5, CHRM1 PAM 4, TAAR1 ag 1 and CHO parental Ca -26.
Screening CCCN(CCC)Cc1cc(=O)oc2cc(C)ccc12 returned CHO-K1 Ca antag 1, M1 antag -9, M1 ag -6, CHO-K1 Ca ag 0.7, M1 PAM parental 24, TAAR1 antag -6, CHRM1 PAM 6 and TAAR1 ag 5.
`CCCCNCc1cc(Br)c(OCc2cccs2)c(OC)c1` gave CHO-K1 Ca antag 7, M1 antag -1, M1 ag -3, CHO-K1 Ca ag 9.4, M1 PAM parental 14, TAAR1 antag 5, CHRM1 PAM 0, TAAR1 ag 19 and CHO parental Ca -8.
Screening COc1ccc(N2CCN(C3CCCN(C(=O)CN4CCOC4=O)C3)CC2)cc1 (stereo not given) returned CHO-K1 Ca antag -11, M1 antag -3, M1 ag -4, CHO-K1 Ca ag 0.9, M1 PAM parental 23, TAAR1 antag -14, CHRM1 PAM 0, TAAR1 ag 0 and CHO parental Ca 3.
Screening CCOC(=O)C1(CC2CCCCO2)CCN(S(=O)(=O)c2cc(C)cs2)CC1 (stereo not given) returned CHO-K1 Ca antag 9, M1 antag 11, M1 ag -3, CHO-K1 Ca ag 0.8, M1 PAM parental -20, TAAR1 antag 7, CHRM1 PAM 0, TAAR1 ag 4 and CHO parental Ca -25.
For O=C1CC(NC2CCN(C(=O)c3cccc(F)c3)CC2)C(=O)N1 (stereo not given) the results were CHO-K1 Ca antag -12, M1 antag -11, M1 ag -1, CHO-K1 Ca ag 0.8, M1 PAM parental -11, TAAR1 antag -5, CHRM1 PAM 1, TAAR1 ag -1 and CHO parental Ca 13.
Screening COc1ccc(Nc2nc(N3CCCC3)c3ccccc3n2)cc1 returned CHO-K1 Ca antag -7, M1 antag 21, M1 ag -2, CHO-K1 Ca ag 4.4, M1 PAM parental 23, TAAR1 antag 48, CHRM1 PAM -21, TAAR1 ag 67* and CHO parental Ca -2.
CCOC(=O)CSc1nc2cc(C(=O)NCc3ccco3)ccc2c(=O)n1C1CCCCC1 was read as CHO-K1 Ca antag 14, M1 antag 11, M1 ag 5, CHO-K1 Ca ag 0.2, M1 PAM parental -16, CHRM1 PAM 5 and CHO parental Ca -16.
COCCN(CCOC)S(=O)(=O)c1ccc(C(=O)Nc2nc3c(s2)CCc2ccccc2-3)cc1 was read as CHO-K1 Ca antag -15, M1 antag -12, M1 ag -5, CHO-K1 Ca ag 0.8, M1 PAM parental 25, TAAR1 antag 11, CHRM1 PAM 8, TAAR1 ag 1 and CHO parental Ca -8.
Screening COc1cccc(/C=C2\SC(=S)NC2=O)c1OS(=O)(=O)c1ccc(NC(C)=O)cc1 returned CHO-K1 Ca antag 3, M1 antag 0, M1 ag -4, CHO-K1 Ca ag 0.2, M1 PAM parental 3, TAAR1 antag 16, CHRM1 PAM 1, TAAR1 ag 1 and CHO parental Ca -8.
O=C(Cc1ccsc1)Nc1cc(F)ccc1F was read as CHO-K1 Ca antag 0, M1 antag 5, M1 ag -5, CHO-K1 Ca ag 0.2, M1 PAM parental -5, TAAR1 antag -33, CHRM1 PAM 0, TAAR1 ag 3 and CHO parental Ca -3.
For CN(Cc1ccccc1)C(=O)c1ccc(NC(=O)Cc2cccc(NC(=O)C3CCCN(C(=O)C4CCCCC4)C3)c2)cc1 (stereo not given) the results were CHO-K1 Ca antag -9, M1 antag -2, M1 ag 4, CHO-K1 Ca ag -0.4, M1 PAM parental -8, TAAR1 antag 16, CHRM1 PAM 16, TAAR1 ag 4 and CHO parental Ca -23.
Screening CC(=O)c1c(C)nc2ccc(Br)cc2c1C(=O)O returned CHO-K1 Ca antag 11, M1 antag -5, M1 ag -4, CHO-K1 Ca ag -0.1, M1 PAM parental -11, TAAR1 antag -18, CHRM1 PAM 2, TAAR1 ag 1 and CHO parental Ca -7.
For COc1ccc(S(=O)(=O)CC(=O)c2cc(C)c(O)c(C)c2)cc1 the results were CHO-K1 Ca antag 2, M1 antag -10, M1 ag -2, CHO-K1 Ca ag 2.5, M1 PAM parental 10, TAAR1 antag 9, CHRM1 PAM 7, TAAR1 ag 1 and CHO parental Ca -2.
CCOCCCn1c(SCC(=O)Nc2ccccc2OC)nc2ccccc2c1=O was read as CHO-K1 Ca antag -5, M1 antag -13, M1 ag -3, CHO-K1 Ca ag 2.3, M1 PAM parental 25, TAAR1 antag 9, CHRM1 PAM 10, TAAR1 ag -2 and CHO parental Ca -27.
CCCn1c(SCC(=O)Nc2cccc(F)c2)nc(O)cc1=O was read as CHO-K1 Ca antag -8, M1 antag 0, M1 ag -2, CHO-K1 Ca ag 3.9, M1 PAM parental 1, TAAR1 antag 11, CHRM1 PAM -1, TAAR1 ag 7 and CHO parental Ca 40*.
Screening CCCn1c2ccc(F)cc2c2nnc(SCCN3CCOCC3)nc21 returned CHO-K1 Ca antag -9, M1 antag -14, M1 ag -6, CHO-K1 Ca ag 4.1, M1 PAM parental 2, TAAR1 antag 9, CHRM1 PAM 9 and TAAR1 ag 3.
COc1cccc(C(=O)Nc2c3c(nn2-c2ccc(Cl)cc2)CS(=O)(=O)C3)c1OC was read as CHO-K1 Ca antag -1, M1 antag -3, M1 ag -2, CHO-K1 Ca ag 2.5, M1 PAM parental -2, TAAR1 antag 7, CHRM1 PAM 1, TAAR1 ag 4 and CHO parental Ca -23.
Screening Cc1ccc(S(=O)(=O)N2CCC(C(=O)NCCCN3CCOCC3)CC2)cc1 returned CHO-K1 Ca antag -6, M1 antag -20, M1 ag -5, CHO-K1 Ca ag 0.7, M1 PAM parental 4, TAAR1 antag 2, CHRM1 PAM 11, TAAR1 ag 2 and CHO parental Ca 7.
Screening O=C(NCc1ccco1)c1ccccc1SCC(=O)N1CCCC1 returned CHO-K1 Ca antag -17, M1 antag -8, M1 ag -4, CHO-K1 Ca ag 0.9, M1 PAM parental 5, TAAR1 antag -17, CHRM1 PAM 4, TAAR1 ag 3 and CHO parental Ca -16.
Screening Cc1cc(F)ccc1NC(=O)c1cccnc1 returned CHO-K1 Ca antag -13, M1 antag 12, M1 ag -3, CHO-K1 Ca ag 2.3, M1 PAM parental -6, TAAR1 antag 1, CHRM1 PAM 0, TAAR1 ag 2 and CHO parental Ca -11.
CCS(=O)(=O)Nc1cc(OC)c(OC)cc1Cc1nccc2cc(OC)c(OC)cc12 was read as CHO-K1 Ca antag -5, M1 antag -17, M1 ag -1, CHO-K1 Ca ag 1.7, M1 PAM parental -5, TAAR1 antag -14, CHRM1 PAM 2, TAAR1 ag 1 and CHO parental Ca -13.
Screening CCNC(=O)c1ccc(-n2nc(C)cc2-c2ccccc2)cc1 returned CHO-K1 Ca antag -11, M1 antag -1, M1 ag -3, CHO-K1 Ca ag 0.3, M1 PAM parental 4, TAAR1 antag -10, CHRM1 PAM 1, TAAR1 ag 9 and CHO parental Ca -16.
Screening O=C(Nc1ccc(S(=O)(=O)NC2=NCCCCC2)cc1)c1cccc(S(=O)(=O)N2CCOCC2)c1 returned CHO-K1 Ca antag -10, M1 antag -9, M1 ag -6, CHO-K1 Ca ag 0.3, M1 PAM parental -4, TAAR1 antag 14, CHRM1 PAM 2, TAAR1 ag 0 and CHO parental Ca -5.
For CC(=O)N(CC(=O)O)c1ccccc1 the results were CHO-K1 Ca antag -1, M1 antag -11, M1 ag -3, CHO-K1 Ca ag 0.3, M1 PAM parental 17, TAAR1 antag -3, CHRM1 PAM 9, TAAR1 ag 1 and CHO parental Ca 4.
Cc1ccc2nsnc2c1S(=O)(=O)NCc1ccc2c(c1)OCO2 was read as CHO-K1 Ca antag -13, M1 antag -4, M1 ag -4, CHO-K1 Ca ag 1.4, M1 PAM parental 15, TAAR1 antag -5, CHRM1 PAM 9, TAAR1 ag 9 and CHO parental Ca 2.
Screening Cc1ccc(C)c(OCCC(=O)OCc2csc(CC(=O)Nc3ccccc3C)n2)c1 returned CHO-K1 Ca antag 2, M1 antag 8, M1 ag -4, CHO-K1 Ca ag 3.4, M1 PAM parental -6, TAAR1 antag -6, CHRM1 PAM -3 and TAAR1 ag -1.
`O=C(O)C(CCc1ccccc1)N1CCOCC1` (stereo not given) gave CHO-K1 Ca antag -6, M1 antag -4, M1 ag -1, CHO-K1 Ca ag 0.4, M1 PAM parental 4, TAAR1 antag 11, CHRM1 PAM -1 and TAAR1 ag 0.
For COc1ccc(NC(=O)NC2CCCCC2C)cc1 (stereo not given) the results were CHO-K1 Ca antag 1, M1 antag -9, M1 ag -9, CHO-K1 Ca ag 0.4, M1 PAM parental 8, TAAR1 antag 0, CHRM1 PAM 8, TAAR1 ag -2 and CHO parental Ca -1.
For Cc1cc(NC(=O)CSc2nnc(-c3ccccc3C)n2C)no1 the results were CHO-K1 Ca antag -6, M1 antag -1, M1 ag -6, CHO-K1 Ca ag 0.8, M1 PAM parental 4, TAAR1 antag -7, CHRM1 PAM 2, TAAR1 ag 4 and CHO parental Ca -9.
For CCc1ccc2oc(C(=O)Nc3nonc3CC)c(C)c2c1 the results were CHO-K1 Ca antag -9, M1 antag -12, M1 ag -4, CHO-K1 Ca ag -0.2, M1 PAM parental 0, TAAR1 antag -4, CHRM1 PAM -1, TAAR1 ag -2 and CHO parental Ca -7.

Screens (PubChem)
